# Compound activity as filed in PubChem BioAssay.
# V1R ag counter – agonists of human V1a receptor, primary screen, counter-screen for OXTR agonist project, fluorescence, CHO-V1R cells | Fluo-8 calcium fluorescence, agonist mode; 0% DMSO, 100% 3 nM vasopressin | 320,000 tested, 0.25% active | activation, % at 3 µM | Vasopressin V1a receptor (Homo sapiens), P37288;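 active = activation above the mean activation of all tested compounds plus 3 SD, per screening run, cut at about 20% in these data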;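 note: signal is peak over basal fluorescence ratio across a 100 second FLIPR read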
# Target sequence (P37288 whole entry, looked up): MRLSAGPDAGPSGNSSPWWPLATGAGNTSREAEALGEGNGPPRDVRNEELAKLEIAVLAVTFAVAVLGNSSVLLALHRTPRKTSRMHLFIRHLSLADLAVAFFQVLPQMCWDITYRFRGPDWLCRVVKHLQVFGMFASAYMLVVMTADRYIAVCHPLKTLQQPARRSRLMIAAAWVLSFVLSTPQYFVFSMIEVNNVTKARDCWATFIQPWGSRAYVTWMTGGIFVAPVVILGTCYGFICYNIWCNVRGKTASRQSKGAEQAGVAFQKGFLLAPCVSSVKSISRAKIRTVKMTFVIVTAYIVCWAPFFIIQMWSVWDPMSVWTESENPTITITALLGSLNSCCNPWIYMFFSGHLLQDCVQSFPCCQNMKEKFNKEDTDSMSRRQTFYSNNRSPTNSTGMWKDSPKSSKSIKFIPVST
# TAAR1 antag – human TAAR1 antagonists, primary screen, Fluo-8 calcium fluorescence, CHO RD-HGA16 cells; Trace amine-associated receptor 1 (Homo sapiens), Q96RJ0; antagonist; inhibition, % at 3 µM; 360,000 tested, 1.5% active; AID 624466, 2012;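 active = inhibition above a per-plate cutoff, the mean inhibition of test compounds on that plate plus 3 SD, cut at about 49% in these data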;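 note: 0% = DMSO plus EC80 beta-PEA response and 100% = DMSO alone without agonist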
# Target sequence (Q96RJ0 whole entry, looked up): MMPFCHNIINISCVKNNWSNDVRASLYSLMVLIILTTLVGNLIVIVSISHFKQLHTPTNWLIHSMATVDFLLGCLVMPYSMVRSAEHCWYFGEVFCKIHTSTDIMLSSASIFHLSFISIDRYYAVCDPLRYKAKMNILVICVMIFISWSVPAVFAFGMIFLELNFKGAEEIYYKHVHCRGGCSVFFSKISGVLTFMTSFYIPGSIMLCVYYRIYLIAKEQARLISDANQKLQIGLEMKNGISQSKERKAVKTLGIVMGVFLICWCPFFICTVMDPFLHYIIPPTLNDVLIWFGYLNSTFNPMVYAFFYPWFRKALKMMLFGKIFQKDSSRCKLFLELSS
#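 Test system – hTAAR1-expressing CHO RD-HGA16 cells, Gα16-coupled · Reagent – β-PEA at EC80 concentration, post-compound challenge · Compound dosing – 3 µM, single point · Timing – 140 s kinetic read after compound, 140 s after agonist · Detection – Fluo-8 intracellular calcium dye fluorescence, real-time kinetic reads · Control set – DMSO and EC80 PEA controls · Repeats – n of 1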
# OXTR ag – human OXTR agonists, primary screen, fluorescence, CHO-OTR cells, Fluo-8 calcium | Oxytocin receptor (Homo sapiens), P30559 | Fluo-8 calcium fluorescence; normalized: DMSO 0%, oxytocin 100% | activation, % at 3 µM | 320,000 tested, 0.32% active | AID 2435, 2010;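 active = activation above the mean of all tested compounds plus 3 SD, cutoff set per screening run, cut at about 20% in these data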;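 note: peak over basal fluorescence ratio from a 100 s FLIPR kinetic read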
# CHO parental Ca – ATP-evoked calcium signal inhibitors, parental CHO, primary screen, counter-screen for OX1R antagonist project, cell-based, fluorescence, Fluo-8 calcium dye; parental CHO-K1, ATP-induced calcium, Fluo-8 fluorescence; inhibition, % at 5.6 µM; 330,000 tested, 0.63% active; AID 463079, 2010;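 active = inhibition above that plate's mean sample inhibition plus 3 SD, cut at about 26% in these data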;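 note: 0% = ATP-challenged DMSO wells and 100% = DMSO wells without ATP; some compounds past the cut are filed as inactive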
#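 Assay system: parental CHO cells; Read-out basis: percent inhibition of ATP-evoked calcium rise, normalized to controls; Benchmarks: ATP and no-ATP DMSO wells; Compound dosing: single nominal dose of 5.6 µM per compound; Signal: Fluo-8 calcium dye fluorescence; Also added: ATP as calcium-mobilizing challenge; Repeats: singlicate.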
# CHRM1 agonist – human M1 muscarinic receptor agonists, primary screen, Fluo-8 calcium fluorescence, CHO-K1 cells, HTS | AID 588814, 2011 | CHO-K1 hM1, agonist mode; 0% DMSO, 100% acetylcholine EC100 | activation, % at 3 µM | 360,000 tested, 0.33% active | Muscarinic acetylcholine receptor M1 (Homo sapiens), P11229;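 active = activation above the run's mean compound activation plus 3 SD, cut at about 16% in these data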;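 note: peak over basal fluorescence ratio within a 140 s kinetic read after compound addition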
# CHRM1 antagonist – human M1 muscarinic receptor antagonists, primary screen, CHO-K1 cells, Fluo-8 calcium fluorescence, 1536-well; Muscarinic acetylcholine receptor M1 (Homo sapiens), P11229; inhibition, % at 3 µM; 360,000 tested, 1.3% active; CHO-K1 hM1, ACh EC80 antagonist; AID 588852, 2011;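 active = percent inhibition above its own plate's cutoff, namely the mean of that plate's compound wells plus 3 SD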;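 note: peak over basal fluorescence ratio during 140 s after agonist addition; 0% = ACh EC80 plus DMSO and 100% = DMSO alone without agonist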
# TAAR1 ag – human TAAR1 agonists, primary screen, Fluo-8 calcium fluorescence, CHO RD-HGA16 cells; Trace amine-associated receptor 1 (Homo sapiens), Q96RJ0; vehicle wells 0%, saturating PEA agonist 100%; activation, % at 3 µM; 360,000 tested, 0.99% active;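 active = activation above the mean activation of all test compounds in the run plus 3 SD, cut at about 38% in these data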
#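 Test system: RD-HGA16 (CHO) cells co-expressing Gα16 and hTAAR1 / Benchmarks: DMSO vehicle as 0%, PEA at EC100 as 100% / Repeats: no replicates (n 1) / Measure: % activation from peak over basal fluorescence ratio, DMSO-to-PEA scaled / Timing: 17-24 h plating, Fluo-8 75 min 37 °C, 30 min RT / Technique: kinetic Fluo-8 calcium fluorescence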
# OXTR potentiator – human OXTR potentiators, primary screen, fluorescence, CHO-OTR cells, Fluo-8 calcium | Oxytocin receptor (Homo sapiens), P30559 | Fluo-8 calcium fluorescence, potentiator mode; 0% = oxytocin EC15, 100% = EC100 | activation, % at 3 µM | 320,000 tested, 0.061% active | AID 2445, 2010;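 active = activation above that plate's cutoff, the mean activation of tested compounds plus 3 SD, cut at about 6.6% in these data, passing the limit was not always enough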;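 note: 100% uses oxytocin at 75 nM as the full agonist control; some results filed as inactive read as strong as hits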
#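 test system = CHO-OTR cells, human receptor | compound = single-point 3.0 µM | schedule = 6 min compound pre-incubation at room temperature, 100 s kinetic read | signal = Fluo-8 no-wash calcium dye fluorescence, excitation 470-495 nm, emission 515-575 nm | repeats = single well per compound, singlicate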
# M1 PAM – human M1 muscarinic receptor positive allosteric modulators, primary screen, CHO-K1 cells, Fluo-8 calcium fluorescence, 1536-well | activation, % at 3 µM | AID 588819, 2011 | CHO-K1 hM1, ACh EC20; 0% = ACh EC20, 100% = maximal ACh | Muscarinic acetylcholine receptor M1 (Homo sapiens), P11229 | 360,000 tested, 0.088% active; in the data active = activation above about 19%, passing the limit was not always enough
# The depositor's hits bear a star; . = no result given. The order is random; overall some 3.7% were active at least once.
SMILES,V1R ag counter,TAAR1 antag,OXTR ag,CHO parental Ca,CHRM1 agonist,CHRM1 antagonist,TAAR1 ag,OXTR potentiator,M1 PAM
Cc1ccc(NS(=O)(=O)c2cc(C(=O)OCC(=O)NCC3CCCO3)ccc2C)cc1 (stereo not drawn),1.2,-15,0.6,4,-3,2,0,-4,4
O=C(O)C1CCN(C(=O)c2scc3c2OCCO3)CC1,1.1,-3,0.9,-3,-3,6,1,-2,1
CC(Sc1nnc(C(C)Oc2ccc(F)cc2)o1)C(=O)NCc1ccc2c(c1)OCO2 (stereo not drawn),.,-16,.,.,-2,-6,5,.,0
COc1ccccc1NC(=O)CSc1nnc(CNC(=O)c2ccco2)n1C,-0.1,-1,-0.2,-8,-2,1,-1,5,6
COn1cnnc1-c1ccccc1,0.1,11,-0.2,-7,0,-21,11,-13,-2
O=C(Nc1cccc([N+](=O)[O-])c1)c1ccc2c(c1)OCCO2,1.9,-15,-1.2,-14,-8,-2,2,-6,0
CCOC(=O)C1CCN(Cc2cc(=O)oc3cc(C)c(Cl)cc23)CC1,-0.7,-3,-1.9,0,-2,1,-3,-5,2
CCN(CC)CCN(C(=O)CCS(=O)(=O)c1ccccc1)c1nc2c(C)cc(C)cc2s1,3.4,1,2.8,-23,-3,-3,7,-8,5
CC1=Nc2cccc3cccc(c23)N1C,-0.5,-8,-0.6,-12,-7,-11,0,3,7
COc1ccc(C(=O)CC(=O)C(=O)NCCc2cccc(C)c2)cc1,-0.3,80*,1.6,-4,-7,-17,84*,-13,7
Cc1nc(C)c(C(=O)N(c2ccc(C)c(C)c2)C(C(=O)NCc2ccco2)c2ccccc2)s1 (stereo not drawn),-1.3,-10,-1.8,-32,-1,-28,7,-4,5
O=C(CCNC(=O)c1ccc([N+](=O)[O-])cc1)NCc1cccs1,0.7,-16,-0.2,-7,0,-31,0,-4,14
CCOc1ccccc1Nc1nc(-c2sc(NC(=O)c3ccc([N+](=O)[O-])cc3)nc2C)cs1,-1.2,.,1.6,2,.,.,.,-3,.
COc1ccc(CCNC(=O)c2c(O)c3cccc4c3n(c2=O)CC4)cc1,-0.3,-9,-0.1,-17,-1,-1,8,-10,3
CCc1n[nH]c(=S)n1/N=C/c1c[nH]c2ccc(Br)cc12,0.7,5,6.4,17,-1,-1,10,-20,16
O=C(Nc1cc(S(=O)(=O)N2CCOCC2)ccc1Cl)c1cc(=O)c2ccccc2o1,3.5,8,3.3,-4,-3,-6,11,-20,2
COC(=O)CNC(=O)/C=C/c1ccc(OC)cc1,-0.9,.,-0.1,11,-5,-11,.,-6,6
CCC(NC(=S)NCc1ccc(F)cc1)c1ccc(C(C)C)cc1 (stereo not drawn),11,38,5.3,42*,2,97*,11,-16,-23
CN(C(=O)COc1ccc(Cl)cc1Cl)C1(C)CCS(=O)(=O)C1 (stereo not drawn),-1.2,-11,0.6,1,-2,-10,2,-4,5
COc1ccc(OC)c(Nc2nc(-c3sc(N)nc3C)cs2)c1,0.7,1,-0.5,-12,-2,-5,1,-1,3
O=c1cc(N2CCC(Cc3ccccc3)CC2)[nH]c(=O)n1C1CCCCC1,1.9,-5,0.6,-6,3,-14,1,-17,10
Cc1cc(C)n(/N=C/c2cccc(O)c2)c(=O)c1C(N)=O,0.5,11,-0.1,-5,-2,-8,9,-9,-1
Cc1cccc(N(C(=O)Cn2nnc(-c3ccc(C)o3)n2)C(C(=O)NC2CCCC2)c2ccncc2)c1 (stereo not drawn),-0.2,-11,-1.0,0,-5,8,1,2,-1
Cc1ccc(NC(=O)c2ccc(Cl)nc2)cc1,-0.8,14,-0.7,-5,-3,-9,1,-4,8
O=C(O)CC/C(=N/NC(=O)c1cccs1)c1ccccc1,-1.4,-13,-1.6,-7,-1,-12,6,-6,11
# (next part)
SMILES,V1R ag counter,TAAR1 antag,OXTR ag,CHO parental Ca,CHRM1 agonist,CHRM1 antagonist,TAAR1 ag,OXTR potentiator,M1 PAM
COCCCNC(=O)CC1C[C@H](C(=O)N2CCCCC2)[C@@]2(CCc3ccccc3)c3[nH]c4ccc(OC)cc4c3CCN2C1=O (stereo partly drawn),.,-7,.,-23,0,-19,1,.,15
COc1ccccc1NC(=O)c1ccccc1NC(=O)c1ccccn1,.,7,.,.,-2,-15,2,.,5
CCN1C(=O)CCC(C(=O)O)C1c1ccc(OC)cc1 (stereo not drawn),1.4,-22,0.4,-12,-1,-20,1,-9,16
CSc1ccccc1NC(=O)CSCc1ccc(Br)cc1,0.4,15,-1.7,-17,-2,-14,6,-7,15
Cc1ccc(C(=O)C2CCN(CC(=O)Nc3nc(C)cs3)CC2)cc1,3.0,-8,-1.0,-8,-7,-18,6,-8,2
O=C(O)c1cc2cc(Oc3ccccc3)ccc2[nH]1,0.6,6,0.5,6,1,-16,0,-10,10
O=C(NCCNC(=O)c1ccccn1)c1ccccc1,0.1,8,0.7,-4,-2,3,2,-9,1
Cc1c(C)n(C)c2ccc([N+](=O)[O-])cc12,-0.3,-13,-2.3,3,-6,-1,6,2,3
CCN(CC)CC(C)OC(=O)c1cc(OC)c(OC)c(OC)c1 (stereo not drawn),-0.5,8,0.7,2,-6,-6,5,2,6
Clc1ccc(-c2ncc3ccccn23)cc1,-0.8,-22,-2.6,-6,-9,-3,1,-9,7
Cc1nc(/C(=N/O)C(N)=O)cs1,0.0,-1,1.5,0,-3,-24,0,3,6
CC(C)(C)OC(=O)N1CCC(c2c(C(=O)N3CCN(C(=O)c4ccco4)CC3)cnn2-c2cccc(Cl)c2)CC1,0.1,2,-1.4,-28,-6,-18,1,-6,8
C=CCn1c(SCC(=O)Nc2cc(NC(C)=O)ccc2OC)nnc1-c1ccccn1,-0.9,-9,-0.8,-13,-5,-9,2,-6,3
S=c1[nH]c2ccccc2n2cccc12,-1.2,-21,-0.8,-7,-3,-3,9,-9,4
Cc1ccc(NC(=O)CN(c2ccccc2)S(=O)(=O)N(C)C)cc1C,-0.3,8,-0.1,-16,-2,-11,4,-20,7
COC(=O)C1C2CC(=O)C(C2)C1C(=O)OC (stereo not drawn),.,-13,.,.,0,3,2,.,-8
Cc1ccc(N2CC(C(=O)Nc3cc(C)on3)CC2=O)cc1 (stereo not drawn),-0.2,1,0.1,-2,-4,2,14,-1,0
Cc1cc(C)nc(NC(=NCCc2c[nH]c3ccccc23)NC(=O)C(C)(C)C)n1,0.4,-26,-0.6,-17,-1,-1,-1,-5,3
CCOc1ccccc1NC(=O)CN1C(=O)COc2ccc(C)cc21,1.2,3,-0.7,-17,2,-11,7,-7,2
CC1CCN(C2CCN(C(=O)c3ccccc3F)CC2)CC1,0.3,-4,0.4,-9,-4,-2,4,4,3
Cc1cc(F)c(F)c(C(=O)N2CCN(C)CC2)c1Cl,0.1,0,2.0,-11,-3,-17,3,-9,10
CCCCN(CC)Cc1ccc(CNC(=O)Nc2ccc(OCC)cc2)o1,-0.1,-12,-0.4,-21,-8,-7,21,-3,4
COC(=O)CCNc1n[nH]c(=O)[nH]c1=O,1.0,-6,0.5,-12,-1,3,3,-4,3
COC(=O)c1cn(NC(=O)CCC2CCCC2)c(=O)c2ccccc12,-1.6,0,-2.9,-30,-3,-11,9,-6,4
COc1ccc(C2C=C(C34CC5CC(CC(C5)C3)C4)NC(=S)N2)cc1 (stereo not drawn),-0.3,-6,-1.6,-11,-3,3,3,-9,4
# Other structures.
SMILES,V1R ag counter,TAAR1 antag,OXTR ag,CHO parental Ca,CHRM1 agonist,CHRM1 antagonist,TAAR1 ag,OXTR potentiator,M1 PAM
O=C(O)CCC(=O)Nc1ccc(NC(=O)c2ccc(Cl)cc2Cl)c(Cl)c1,0.6,-21,-1.1,-12,-3,4,0,-8,-3
CC1CC(=O)Nc2ccccc2N1C(=O)CN1C(=O)C(=O)N(C)C1=O (stereo not drawn),0.1,-16,-0.1,-5,-3,-13,3,-9,9
C[C@@H]1CN([C@H](C)CO)C(=O)CCCn2nncc2CO[C@@H]1CN(C)S(=O)(=O)c1cccc(C#N)c1,.,-14,.,.,-1,-1,6,.,0
Cc1cnn(-c2ccc3nnc(-c4ccc(Br)cc4)n3n2)c1,0.0,11,0.1,-11,1,-8,3,-2,15
CCn1c(/C=C/c2ccccc2F)nc2ccccc2c1=O,.,28,.,.,0,-9,11,.,15
Cc1ccc(C(=O)Nc2ccncc2)cc1[N+](=O)[O-],2.4,-1,1.3,0,-1,-7,8,-6,2
COc1ccc(CCNC(=O)C(=O)NCc2ccc(C)cc2)cc1OC,-1.7,.,-1.8,-16,-6,-3,.,-8,19
Cc1ccc(NC(=O)[C@@H]2CCC(=O)N2C2OC(=O)c3ccccc32)cc1Cl (stereo partly drawn),-0.1,-20,0.3,-11,2,-19,2,-4,6
NC(=O)c1nsc(C(=O)N(Cc2ccco2)C(C(=O)NCc2ccc(F)cc2)c2ccc(O)cc2)c1N (stereo not drawn),1.3,78*,2.2,-5,0,23,14,-16,-12
COc1ccc(CNc2nc(NCc3ccc(OC)cc3)n(C(=O)c3ccncc3)n2)cc1,0.0,-14,-0.4,-25,-3,-9,-1,-1,10
CCC(=O)c1ccc(OCCn2cnc3ccccc32)cc1,8.6,-6,8.4,5,-3,1,4,-5,3
COC(=O)C1CCCCN1C(=O)c1ccc2oc(C(C)C)nc2c1 (stereo not drawn),-1.1,2,-0.5,2,-3,-4,-1,0,8
Cc1c(C)c2ccc(OS(C)(=O)=O)cc2oc1=O,0.9,-2,0.4,-13,-5,-9,6,-7,8
Cc1cccc(OC(=O)c2cccnc2)c1,0.8,.,0.9,7,-4,-11,.,-6,8
